TROY signal inh: inhibitors of TROY-dependent NF-kB signaling; Q293 LMP1-TROYcd NF-kB luciferase reporter, 4 h; inhibition, % at 10 µM; actives 0.98% (n = 360,000);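 active = compounds whose plate-normalised and pattern-corrected inhibition of the luciferase reporter signal at the single screening dose is 50% or more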
TRPM1 prom inh: MITF TRPM1 promoter inhibition in SK-MEL-5 cells. SK-MEL-5 TRPM1 promoter luciferase, 24 h. inhibition, % at 12.5 µM. actives 0.83% (n = 330,000). AID 488899;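 active = mean inhibition across replicates of 60% or more, whatever share of single replicates reaches that level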; note: values of inactives mirror those of a sister screen read the other way
CF NFkB block: inhibitors of cystic fibrosis induced NF-kB; inhibition, % at 5 µM; actives 0.86% (n = 360,000); KKLEB NF-kB-GFP reporter, PAF-induced, GFP fluorescence overnight;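 active = at least 50% inhibition at 5 µM, scaled per plate between neutral and stimulator controls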;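 note: PAF is a Pseudomonas aeruginosa culture filtrate used as stimulus; plate controls were PAF-stimulated DMSO wells for no effect and unstimulated DMSO wells for full effect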
NR2E3 ag-1: agonists of human nuclear receptor NR2E3. Q9Y5X4. GST-NR2E3/biotin-RetCOR TR-FRET, 1536-well. inhibition of corepressor binding, % at 4.78 µM. actives 0.12% (n = 320,000). AID 2300;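 active = percent inhibition above the cutoff of mean plus 3 SD of all tested compounds, set per screening campaign, cut at about 20% in these data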;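 note: 0% = DMSO wells and 100% = biotin wells as full block of FRET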
Target sequence (Q9Y5X4 whole entry, looked up): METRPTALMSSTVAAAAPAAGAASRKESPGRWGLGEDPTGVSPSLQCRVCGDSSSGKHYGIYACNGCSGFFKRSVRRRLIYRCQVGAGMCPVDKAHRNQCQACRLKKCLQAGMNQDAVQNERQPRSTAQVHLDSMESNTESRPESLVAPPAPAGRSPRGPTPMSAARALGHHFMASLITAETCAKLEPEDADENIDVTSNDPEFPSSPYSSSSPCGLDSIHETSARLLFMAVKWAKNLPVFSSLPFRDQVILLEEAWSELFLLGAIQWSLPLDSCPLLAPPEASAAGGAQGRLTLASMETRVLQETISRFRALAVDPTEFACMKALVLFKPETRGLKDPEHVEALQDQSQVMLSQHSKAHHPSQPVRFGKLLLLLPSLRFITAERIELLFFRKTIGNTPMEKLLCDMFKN
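Material – GST-tagged NR2E3 plus biotinylated RetCOR corepressor · Quantity – NR2E3 fusion 1.35 nM · Times – 5 h incubation at 4 °C · Medium – pH 7.5 Tris-based buffer · Technique – TR-FRET, Eu(K)-anti-GST donor, streptavidin-D2 acceptor, ex 340, em 617/671 nm · Benchmarks – high control biotin, low control 0.6% DMSO · Format – 1536-well plates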
KKLEB tox: counter-screen for CF NF-kB inhibitors: cytotoxicity; KKLEB CF airway cells viability, ATPlite luminescence, overnight; hits give low values; cells stimulated with P. aeruginosa culture filtrate; activity change (cytotoxicity), % at 5 µM; actives 0.36% (n = 360,000); AID 602141;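 active = corrected activity change at or below -50% at 5 µM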
HIF-2a block: inhibitors of HIF-2a; 786-0 RCC cells HIF-2a reporter, luciferase luminescence, overnight; inhibition, % at 18.8 µM; actives 0.72% (n = 360,000); AID 624352;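 active = inhibition of the luminescence signal of 40% or more relative to plate controls, in a single-dose primary screen at 18.75 µM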
TRAIL sens C8: sensitizes caspase-8 expressing cells to TRAIL. NB7+C8 cells + TRAIL, ATPlite viability luminescence. inhibition (viability loss, TRAIL sensitization), % at 10 µM. actives 1% (n = 360,000). AID 624354;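 active = compounds causing at least 50% loss of cell viability in the single-dose screen, relative to plate controls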
TWEAK Fn14 block: inhibitors of TWEAK-Fn14 interaction signaling; actives 2% (n = 360,000); AID 1159606; inhibition, % at 10 µM; TWEAK-stimulated Fn14 reporter cells, luciferase luminescence, 8 h; in the data active = inhibition above about 50%
NR2E3 ag-2: human photoreceptor-specific nuclear receptor agonism | Q9Y5X4 | AID 602229 | CHO-S Gal4-NCOR/VP16-NR2E3 two-hybrid, luciferase | actives 0.35% (n = 360,000) | inhibition of corepressor binding, % at 3.98 µM;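 active = inhibition above the mean of all tested compounds plus 3 SD, cut at about 70% in these data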;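 note: 0% = DMSO with NR2E3 transfected cells and 100% = cells lacking NR2E3 construct; higher means lower luciferase signal from less NR2E3 corepressor binding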
Shn3 3UTR inh: inhibitors of Schnurri-3 3'UTR reporter in osteoblasts. inhibition, % at 12.5 µM. actives 0.52% (n = 360,000). Clone20 osteoblast Shn3 3'UTR firefly luciferase, 24 h. AID 588674;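 active = mean inhibition of at least 75% with every replicate also reaching 75%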;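 note: 0% = median of neutral control wells and 100% = pilot-screen positive control compound; some compounds past the cut are filed as inactive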
Peg3 promoter: Peg3 promoter activity inhibition | HeLa PEG-Prom luciferase reporter, luminescence, overnight | inhibition, % at 20 µM | actives 1.7% (n = 360,000);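 active = inhibition of at least 50% at 20 µM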
Starred values were filed as active, the others as inactive; x = no result given. Not all compounds are listed, so the mix of outcomes need not match the whole.

SMILES	NR2E3 ag-2	Shn3 3UTR inh	TROY signal inh	TRAIL sens C8	Peg3 promoter	CF NFkB block	TRPM1 prom inh	TWEAK Fn14 block	KKLEB tox	NR2E3 ag-1	HIF-2a block
CC(C)OC12Oc3ccccc3C=C1N1CCC2CC1 (configuration not stated)	4	-5	-7	1	10	10	-1	-13	-3	1	5
C[C@@H]1CN(C2CCC(C#N)(c3ccc(F)cc3)CC2)CC[C@]1(C(=O)O)c1ccccc1 (some centres not stated)	-18	6	0	10	-1	-6	5	1	-28	1	-1
C[N+]1=C(/C=C/Nc2ccccc2)C(C)(C)c2ccccc21	-15	52	12	20	-15	-25	1	6	4	-3	13
COc1ccc(OC)c(CN2CCN(C(=O)COc3cccc(C)c3)CC2)c1	4	0	2	5	11	-2	0	-8	-6	-3	3
CCOC(=O)Cn1cc(C=C2C(=O)N(C)C(=O)N(C)C2=O)c2ccccc21	-4	-17	4	5	10	3	1	-12	-4	0	21
O=C1NC2C(=CC(O)C(O)C2O)c2cc3c(c(O)c21)OCO3 (configuration not stated)	102*	96*	84*	77*	100*	89*	88*	95*	-64*	x	85*
Cc1ccc2occ(CN3CC4CC(C3)c3cccc(=O)n3C4)c(=O)c2c1 (configuration not stated)	-6	-9	-6	2	3	3	1	-2	-7	-1	6
CC(=NCCCN1CCOCC1)c1c(O)[nH]c(=O)[nH]c1=O	2	13	7	1	10	-18	9	-1	10	2	3
CN1CCC(c2c[nH]c3ccc(O)cc23)CC1	6	-2	4	-2	1	15	-9	4	13	x	1
CCCC(=O)Nc1ccc(N2CCN(CC)CC2)c(Cl)c1	7	7	-6	6	-14	-2	-4	-21	-10	0	-4
c1cc2c(cc1CCNC1C3CC4CC(C3)CC1C4)OCO2 (configuration not stated)	-18	-10	9	0	-7	-11	3	-7	5	-3	1
C/C(=N\N1CCCCCC1)c1c(O)n(-c2ccc(C)cc2)c(=O)[nH]c1=O	-13	1	3	4	-22	7	-20	-8	-3	3	-30
CC1CN1P1(=O)OCC(C)([N+](=O)[O-])CO1 (configuration not stated)	11	9	3	-4	-2	-5	-4	-21	-4	x	5
COc1nc(NC(C)C)nc(NC(C)C)n1	-4	-2	5	-10	1	7	14	-13	-8	0	15
O=c1c2ccccc2nc(/C=C/c2ccc3c(c2)OCO3)n1-c1ccccc1	-11	2	-11	-1	22	-22	9	-6	9	1	19
C[C@H](NC(=O)N1C[C@H]2C[C@@H](C1)c1cccc(=O)n1C2)C(=O)Nc1cccc(F)c1	-4	-8	25	-7	-8	-4	-4	-9	1	0	-2
Cc1ccc(NP(=O)(Nc2ccc(C)cc2)Oc2ccccc2)cc1	-13	-2	-12	-7	8	-31	9	6	10	2	4
O=C1CCCC2C3CCCN4CCCC(CN12)C34 (configuration not stated)	-22	-6	-16	3	-4	-24	1	-35	12	-1	3
Cn1ncnc2c(=O)n(C)c(=O)nc1-2	104*	97*	88*	96*	105*	102*	103*	106*	-97*	32*	82*
O=c1cccc2n1CC1CC2CN(S(=O)(=O)c2ccc(F)cc2)C1 (configuration not stated)	-18	1	-1	-1	13	-6	6	-6	8	1	15
Cc1c(C(=O)N2CCC3(CC2)OCCO3)sc2ncnc(N3CCN(c4ccccn4)CC3)c12	14	18	5	0	72*	-7	1	5	-4	-4	-3
CN1CCN(C(=O)COc2ccc3ccccc3c2Br)CC1	-14	4	6	-16	-31	4	-26	6	-2	8	-72
Clc1ccccc1CN1CCN(c2ccccc2)CC1	1	-8	-10	-9	10	9	-1	-13	3	0	0
COC(=O)C1C2c3ccccc3C(c3ccccc32)C1C(=O)OC (configuration not stated)	-35	-1	8	-1	4	11	7	-1	-7	-1	11
CCOc1ccccc1-n1c(O)c(C=NCc2ccc3c(c2)OCO3)c(=O)[nH]c1=O	-19	6	3	1	9	6	1	-7	-10	2	6
CN(C)C(Cc1ccc(C#N)cc1)C(=O)c1ccccc1 (configuration not stated)	-40	-24	-27	-11	-21	-15	-4	-21	10	4	-24
c1ccc(CN2Cc3ccccc3-n3nncc3C2)cc1	-10	8	11	-5	-7	-10	x	1	4	x	-5
CCCCn1nnnc1C(CCSC)N1CCC(n2c(=O)[nH]c3ccccc32)CC1 (configuration not stated)	14	16	-5	20	52*	-23	x	17	9	x	-8
CC(Cl)(Cl)/C(=N/P(=S)(N1CCOCC1)N1CCOCC1)N1CCOCC1	-26	4	5	15	12	7	4	-15	3	-5	20
COc1ccc(C(c2nnnn2-c2ccc3c(c2)OCCO3)N2CCC(n3c(=O)[nH]c4ccccc43)CC2)cc1 (configuration not stated)	3	14	14	-4	63*	61*	x	46	5	x	-20
C[C@]12C=CC(=O)C=C1CC[C@@H]1[C@@H]2CC[C@]2(C)C(=O)CC[C@@H]12	7	0	-5	-7	2	5	-9	-8	4	x	2
CC(=O)OC1N=C(c2ccccc2)c2ccccc2NC1=O (configuration not stated)	-15	-42	-30	-5	11	1	7	13	-3	-1	-1
COc1ccc(C(O)C(C)NC(C)C(O)c2ccc(OC)cc2)cc1 (configuration not stated)	10	-23	-4	-19	1	-16	x	-28	5	-6	13
Cc1ccc(NC(=O)CCNC(=O)N2C[C@H]3C[C@@H](C2)c2cccc(=O)n2C3)c(C)c1	-13	3	-1	-2	-5	22	-10	0	8	-1	13
CCCCn1nnnc1C(C1CC1)N1CCC(n2c(=O)[nH]c3ccccc32)CC1 (configuration not stated)	12	2	7	1	44	7	x	-3	-5	x	-10
COC(=O)C1=C(c2ccc(F)cc2F)C[C@@H]2CC[C@H]1N2C(=O)N1CCOCC1	22	-9	-4	-8	-17	8	5	-2	-7	-2	8
Cc1cccc(NP(C)(=O)c2nc3c(s2)CCCC3)c1 (configuration not stated)	12	-16	-19	2	15	2	-44	-11	11	1	10
Cc1c(NC(=O)C(C)OC(=O)Cc2ccccc2)c(=O)n(-c2ccccc2)n1C (configuration not stated)	3	1	7	0	14	11	-1	-8	4	0	21
CC1=NN=C(c2ccc(N)cc2)c2cc3c(cc2C1)OCO3	3	-17	11	7	-2	10	1	-7	13	3	1
O=C(C1CCN(c2nc3ccc(Br)cc3s2)CC1)N1CCC2(CC1)OCCO2	-67	6	42	23	-161	10	-21	38	-9	-1	-138
CCOC(=O)C1(CCc2ccccc2)CCN(Cc2ccco2)CC1	2	-7	2	-3	16	7	-6	10	1	0	11
COc1ccccc1N(CC(=O)NC1CCCCC1)C(=O)c1cnn(C(C)C)c1	-1	6	-21	-13	9	-11	10	-14	-22	-1	19
CC1(C)C2SCC(=O)N2CCN1CC(=O)NN (configuration not stated)	-23	11	0	-11	12	7	-2	0	4	3	19
COC(=O)C1=C(c2cccc(C#N)c2)C[C@@H]2CC[C@H]1N2C(=O)N1CCCC1	5	10	4	-10	-1	16	8	-9	3	5	7
Cc1ccc(C)c(NC(=O)CSc2nnc([C@@H](N)Cc3c[nH]c4ccccc34)o2)c1	-17	-3	-15	-16	18	12	-1	-10	2	2	10
O=P(Nc1cccnc1)(Oc1ccccc1)Oc1ccccc1	-19	8	17	-4	15	6	-5	-1	-4	2	24
CSc1ccc(CN2CCN(c3ccccc3C)CC2)cc1	3	9	10	6	4	10	3	-11	-1	-4	9
CCCNS(=O)(=O)c1ccc(OCC(=O)N2CCN(C)CC2)cc1	-7	-5	14	-22	-9	0	8	0	3	2	2
C=CC[N+]1(C)C2CCC1CC(O)C2 (configuration not stated)	1	-6	-24	-12	7	0	-4	-6	18	2	3
CC(C)c1ccc(N2C(=O)NC(=O)/C(=C/C=C/c3ccco3)C2=O)cc1	6	30	-10	14	74*	84*	99*	19	-20	3	17
Cn1cc[n+](C)c1P(=S)(c1ccccc1)c1ccccc1	9	-10	4	2	10	-2	3	12	2	2	2
CSc1ccc(CN2CCN(C(=O)Cc3ccccc3)CC2)cc1	24	4	17	10	0	38	x	-13	1	-7	15
FC(F)(F)c1ccccc1NC1=NCCCS1	0	-32	-6	-8	2	5	-4	-15	-5	-2	6
CCCS(=O)(=O)N1CCCC(C(=O)N2CCC3(CC2)OCCO3)C1 (configuration not stated)	11	3	-3	-5	1	-1	8	5	7	-2	12
O=C(NN=Cc1ccc(N(CCCl)CCCl)cc1)C(=O)c1c[nH]c2ccccc12	1	11	5	18	17	12	12	26	-13	x	-3
C=CCN1C(=O)C2(C(C(=O)OCC)=C(N)Oc3c2c(=O)oc2ccccc32)c2ccccc21 (configuration not stated)	-11	4	-5	-7	-27	-6	7	0	10	2	-22

Grouped by structure: the entries above with a Cl atom.
SMILES	NR2E3 ag-2	Shn3 3UTR inh	TROY signal inh	TRAIL sens C8	Peg3 promoter	CF NFkB block	TRPM1 prom inh	TWEAK Fn14 block	KKLEB tox	NR2E3 ag-1	HIF-2a block
CCCC(=O)Nc1ccc(N2CCN(CC)CC2)c(Cl)c1	7	7	-6	6	-14	-2	-4	-21	-10	0	-4
Clc1ccccc1CN1CCN(c2ccccc2)CC1	1	-8	-10	-9	10	9	-1	-13	3	0	0
CC(Cl)(Cl)/C(=N/P(=S)(N1CCOCC1)N1CCOCC1)N1CCOCC1	-26	4	5	15	12	7	4	-15	3	-5	20
O=C(NN=Cc1ccc(N(CCCl)CCCl)cc1)C(=O)c1c[nH]c2ccccc12	1	11	5	18	17	12	12	26	-13	x	-3

(continued)
SMILES	NR2E3 ag-2	Shn3 3UTR inh	TROY signal inh	TRAIL sens C8	Peg3 promoter	CF NFkB block	TRPM1 prom inh	TWEAK Fn14 block	KKLEB tox	NR2E3 ag-1	HIF-2a block
CCCCCCCCCCCCCCCC[N+](C)(C)C	-12	94*	25	85*	95*	75*	25	-20	30	-1	56*
CC1(C(=O)O)CCCC2(C)c3cc(O)ccc3CCC12 (configuration not stated)	0	22	-30	-2	2	4	x	-3	-4	2	5
Cc1ccccc1-n1c(C)nc2ccccc2c1=O	-12	-1	-1	5	5	7	3	12	-3	-2	2
O=C(O)CCn1cc(C=C2C(=O)NC(=S)NC2=O)c(-c2cccc(Br)c2)n1	-36	10	-5	-1	-2	-12	4	14	9	-1	8
O=C(COC(=O)Cc1ccccc1)NC12CC3CC(CC(C3)C1)C2	-3	-15	-17	-1	-2	-13	11	-4	4	1	12
N#CCCn1cc(C(=O)Nc2ccc(F)cc2)c(-c2ccccc2)n1	-14	6	7	-9	18	2	-23	10	5	x	19
Cc1ncc([N+](=O)[O-])n1CCOc1nonc1N	-23	16	12	6	2	-4	0	1	8	3	9
CCC1=CCN(CCc2c(C)[nH]c3ccccc23)CC1	-52	5	9	-18	-5	-14	-8	14	3	-1	5

Assay outcomes from PubChem.
